# High-throughput results as filed in PubChem BioAssay.
# CHOP UPR activ: apoptotic UPR (CHOP) activation; CHO-CHOP luciferase reporter, luminescence; percent of tunicamycin response over DMSO baseline; activation, % at 10 µM; 330,000 tested, 0.34% active;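 active = at 10 µM dose, activation of 40% or more, normalized to positive control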;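 also: 100% = tunicamycin at 10 µg/mL and 0% = DMSO alone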
#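 Evaluation: % reporter activation, DMSO baseline versus tunicamycin full activation; System: CHO-CHOP luciferase reporter cell line; Input: 500 cells/well; Incubation: 6 h compound treatment, 37 °C; Measured by: Steady-Glo luciferase luminescence; Dosing: one dose, 10 µM in 0.5% DMSO; Buffer or medium: F12 medium, 10% FBS; Benchmarks: positive tunicamycin 10 µg/mL, negative DMSO alone.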
# 697 NFkB inh: lowers PMA/ionomycin-induced NF-kB signal in 697 B cells; 697 B-cell NF-kB luciferase reporter, 16 h; inhibition, % at 4 µM; 330,000 tested, 0.33% active; AID 435022; in the data active = inhibition above about 35%
# Jurkat NFkB inh: lowers PMA/ionomycin-induced NF-kB signal in Jurkat cells; PMA/ionomycin-induced NF-kB luciferase reporter, luminescence; 330,000 tested, 0.53% active; AID 435003; inhibition, % at 4 µM; in the data active = inhibition above about 50%
# TIM10 inh: TIM10 yeast growth inhibition; S. cerevisiae TIM10 strain growth, BacTiter-Glo luminescence, 24 h; inhibition, % at 10 µM; 330,000 tested, 1.4% active;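 active = inhibition of 40% or more at the single tested concentration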;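 also: wild-type TIM10 isogenic control strain grown at permissive 25 °C; 0% = DMSO yeast wells and 100% = minimal medium wells without yeast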
# tim23-1 inh: tim23-1 yeast growth inhibition; S. cerevisiae tim23-1 growth, BacTiter-Glo luminescence, 24 h; inhibition, % at 20 µM; 330,000 tested, 1.3% active;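 active = growth inhibition of the mutant yeast at or above 50%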;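 also: temperature-sensitive mutant grown at 25 °C; plate controls were DMSO-treated mutant yeast for no effect and medium wells lacking yeast for full effect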
# UPR XBP1 act: activators of adaptive arm of unfolded protein response (XBP1); CHO-XBP1 luciferase reporter, IRE1-XBP1 UPR activation, luminescence; percent of tunicamycin response, DMSO as zero; activation, % at 20 µM; 330,000 tested, 0.33% active;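 active = versus positive control, 20 µM dose yields 30% or more activation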;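 also: 100% = tunicamycin at 10 µg/mL and 0% = DMSO only wells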
#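 Material: IRE1-XBP1 luciferase reporter CHO line / Quantity: one thousand reporter cells per well / Buffer or medium: F12 with 10% serum / Compound: 20 µM single concentration, DMSO 1% / Times: 6 h treatment, 37 °C / Detection: Steady-Glo luciferase glow luminescence, 10 min after reagent addition / Benchmarks: tunicamycin high, DMSO low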
# tim10-1 inh: tim10-1 yeast growth inhibition | S. cerevisiae tim10-1 ts strain growth, BacTiter-Glo, 24 h | inhibition, % at 20 µM | 330,000 tested, 2.2% active;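 active = inhibition of at least 40%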;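 also: mutant grown at 25 °C; 0% = DMSO wells with yeast and 100% = wells holding no yeast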
# Mdm2-MdmX inh: human Mdm2/MdmX binding inhibition | SaOS-2 split-luciferase Mdm2/MdmX complementation, luminescence | O15151+Q00987 | inhibition, % at 8 µM | 330,000 tested, 3% active;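 active = inhibition of at least 50% at 8 µM in the primary screen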
# Target sequence (O15151 whole entry, looked up): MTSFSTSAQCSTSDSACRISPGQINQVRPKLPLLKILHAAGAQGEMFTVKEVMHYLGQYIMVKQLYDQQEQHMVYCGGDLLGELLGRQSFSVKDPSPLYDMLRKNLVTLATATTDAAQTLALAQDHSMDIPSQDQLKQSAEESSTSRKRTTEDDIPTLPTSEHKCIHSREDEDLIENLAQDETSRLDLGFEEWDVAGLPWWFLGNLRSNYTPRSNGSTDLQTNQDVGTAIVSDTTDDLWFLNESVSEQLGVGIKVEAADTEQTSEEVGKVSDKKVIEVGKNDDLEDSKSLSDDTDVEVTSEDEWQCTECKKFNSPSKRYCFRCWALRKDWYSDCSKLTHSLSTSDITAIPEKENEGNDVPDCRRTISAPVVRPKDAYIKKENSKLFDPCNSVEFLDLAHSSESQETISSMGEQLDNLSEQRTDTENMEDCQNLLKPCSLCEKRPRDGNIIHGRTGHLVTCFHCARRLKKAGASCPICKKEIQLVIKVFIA
# Target sequence (Q00987 whole entry, looked up): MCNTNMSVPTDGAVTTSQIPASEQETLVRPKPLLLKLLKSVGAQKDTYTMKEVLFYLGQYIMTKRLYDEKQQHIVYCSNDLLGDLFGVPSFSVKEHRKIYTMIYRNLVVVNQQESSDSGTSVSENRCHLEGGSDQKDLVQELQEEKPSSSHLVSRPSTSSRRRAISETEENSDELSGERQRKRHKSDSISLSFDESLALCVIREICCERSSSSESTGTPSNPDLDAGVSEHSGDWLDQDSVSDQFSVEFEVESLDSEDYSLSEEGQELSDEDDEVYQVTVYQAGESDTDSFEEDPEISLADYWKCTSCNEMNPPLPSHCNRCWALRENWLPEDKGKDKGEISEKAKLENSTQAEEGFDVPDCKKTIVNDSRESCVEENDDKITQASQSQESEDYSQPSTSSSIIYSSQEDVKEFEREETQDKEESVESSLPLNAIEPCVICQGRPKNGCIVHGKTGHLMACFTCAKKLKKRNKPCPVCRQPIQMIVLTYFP
# Starred values were filed as active, the others as inactive.
SMILES,CHOP UPR activ,697 NFkB inh,Jurkat NFkB inh,TIM10 inh,tim23-1 inh,UPR XBP1 act,tim10-1 inh,Mdm2-MdmX inh
Cc1ccc(-c2ccc(C(=O)O)o2)cc1Cl,1.3,-6,2,-9,8,0,16,14
Cc1c(CCC(=O)O)c(=O)oc2cc(OCc3ccccc3F)ccc12,2.1,-8,25,5,8,-4,8,8
CC(=O)Nc1ccc(NC(=O)CCCn2cnc3ccccc3c2=O)cc1,0.8,-6,1,-8,16,0,11,-8
CSc1ccccc1OCc1cc(C(=O)NCCCc2ccccc2)no1,1.7,19,-13,-6,-7,-6,-32,14
CCSc1nc2sc3c(c2c(=O)n1-c1ccc(C)cc1)CCN(C)C3,1.4,-8,-12,-27,16,-5,-7,-15
O=C(CN1C(=O)NC2(CCOc3ccccc32)C1=O)c1ccc(Cl)cc1 (stereo not drawn),1.1,1,2,-16,-12,0,0,4
O=C(CSc1nnc(COc2ccc(Cl)cc2)o1)N1CCCCC1,2.7,2,2,-23,-4,0,-4,-7
Cc1cccc(NC(=O)COC(=O)c2nn(C)c(=O)c3ccccc23)c1C,1.0,17,13,4,19,-2,5,-6
C/C(=N\NC(=O)c1ccccc1C)c1ccc(NC(=O)c2cccs2)cc1,0.4,-59,-41,-3,-1,-3,14,-16
c1ccc(CNCC2COc3ccccc3O2)cc1 (stereo not drawn),2.2,-13,-3,0,31,2,7,13
COc1ccccc1/C=C1\SC(=S)N(CCC(=O)NCCCN2CCOCC2)C1=O,0.8,9,11,8,9,-1,12,11
COc1ccc(NS(=O)(=O)c2ccc(OC)c3ccccc23)cn1,2.6,-4,9,29,34,-1,19,3
COc1cccc(NC(=O)C2CCCN(S(=O)(=O)c3cccc4nonc34)C2)c1 (stereo not drawn),0.0,7,-16,7,2,4,-10,24
O=C(/C=C/c1cccc(Cl)c1)NCCN1CCOCC1,-0.7,-49,-35,6,1,-2,28,76*
Cc1cc(C)cc(OCCCn2ccnc2)c1,-0.3,-11,-11,-5,5,-4,-13,7
O=C(Nc1ccccc1C(=O)NC(Cc1ccccc1)C(=O)O)c1ccccc1 (stereo not drawn),-1.0,17,23,0,8,-4,-2,-5
Cn1c(=O)c2ccccc2n(Cc2cccc(F)c2)c1=O,-0.3,-50,-19,5,19,-5,6,1
COc1ccc(C2N(c3cc(Cl)ccc3OC)C(=O)C3CCCN32)cc1OC (stereo not drawn),-0.7,12,19,1,15,-3,7,15
CC(=O)Nc1sc2c(c1C(c1cccs1)N1CCOCC1)CCCC2 (stereo not drawn),2.3,-6,-9,19,22,4,21,27
O=C(COc1ccc(S(=O)(=O)N2CCCCC2)cc1)N1CCOCC1,1.7,-8,-5,3,2,-3,-20,28
O=C(CN1CCc2cc3c(cc2C1)OCCCO3)Nc1cccc(Br)c1,1.1,-4,6,-1,60*,-6,39,32
Cc1ccc(-n2c(=S)[nH]c3[nH]ncc3c2=O)cc1,1.1,10,-4,8,5,-1,3,9
CC(=O)c1ccc(NC(=S)N2CCN(C(=S)Nc3ccc(C(C)=O)cc3)C(C)C2)cc1 (stereo not drawn),-0.2,4,6,-6,7,2,10,16
C=C(C)CNC(=S)N1CCN(C(c2ccccc2)c2ccccc2)CC1,-0.2,-25,-12,-18,20,-3,-23,4
Cc1nc2nc(COc3ccccc3)[nH]n2c(=O)c1Cc1ccccc1,1.3,6,7,-8,-3,-2,7,9
CC(C)Cc1cc(C(=O)Nc2cccc(O)c2)no1,2.8,14,-203,-3,16,-3,-25,-215
Cc1cnn(Cc2ccccc2)c1N,0.0,15,-5,-11,-11,-1,5,5
CC1(C)CC(=O)C/C(=N/NC(=O)C2CCN(S(=O)(=O)c3cccs3)CC2)C1,1.0,10,11,7,-7,0,3,3
CCCOc1ccc2nc(C)c(CCC)c(SC(=N)N)c2c1,-1.0,1,-18,22,11,-2,11,1
Cc1ccc(C)c(S(=O)(=O)NCCCc2ccccc2)c1,0.5,-3,1,8,19,0,-1,-3

# Reformatted: three of the compounds above.
> Cc1ccc(-n2c(=S)[nH]c3[nH]ncc3c2=O)cc1
  CHOP UPR activ: 1.1 | 697 NFkB inh: 10 | Jurkat NFkB inh: -4 | TIM10 inh: 8 | tim23-1 inh: 5 | UPR XBP1 act: -1 | tim10-1 inh: 3 | Mdm2-MdmX inh: 9
> CC(=O)c1ccc(NC(=S)N2CCN(C(=S)Nc3ccc(C(C)=O)cc3)C(C)C2)cc1 (stereo not drawn)
  CHOP UPR activ: -0.2 | 697 NFkB inh: 4 | Jurkat NFkB inh: 6 | TIM10 inh: -6 | tim23-1 inh: 7 | UPR XBP1 act: 2 | tim10-1 inh: 10 | Mdm2-MdmX inh: 16
> Cc1cnn(Cc2ccccc2)c1N
  CHOP UPR activ: 0.0 | 697 NFkB inh: 15 | Jurkat NFkB inh: -5 | TIM10 inh: -11 | tim23-1 inh: -11 | UPR XBP1 act: -1 | tim10-1 inh: 5 | Mdm2-MdmX inh: 5

# One compound at a time, as listed above:
# `Cc1nc2nc(COc3ccccc3)[nH]n2c(=O)c1Cc1ccccc1` across the screens: CHOP UPR activ: 1.3; 697 NFkB inh: 6; Jurkat NFkB inh: 7; TIM10 inh: -8; tim23-1 inh: -3; UPR XBP1 act: -2; tim10-1 inh: 7; Mdm2-MdmX inh: 9
# `CCCOc1ccc2nc(C)c(CCC)c(SC(=N)N)c2c1` across the screens: CHOP UPR activ: -1.0; 697 NFkB inh: 1; Jurkat NFkB inh: -18; TIM10 inh: 22; tim23-1 inh: 11; UPR XBP1 act: -2; tim10-1 inh: 11; Mdm2-MdmX inh: 1

# Further results follow:
SMILES,CHOP UPR activ,697 NFkB inh,Jurkat NFkB inh,TIM10 inh,tim23-1 inh,UPR XBP1 act,tim10-1 inh,Mdm2-MdmX inh
COc1ccc(Br)cc1CNc1ccccc1,3.5,-20,-7,3,6,3,-1,28
COC(=O)c1cccc(N(C(=O)c2ccco2)C(C(=O)NC2CCCC2)c2ccco2)c1 (stereo not drawn),-2.3,0,4,-7,3,-4,3,6
O=C(CNC(=O)c1n[nH]c2ccccc12)Nc1ccc(F)c(F)c1F,-0.4,5,7,4,-1,0,-5,6
CN(C)C(CNc1ncnc2sccc12)c1cccs1 (stereo not drawn),-1.8,15,5,2,2,-3,2,6
COc1cc(C(=O)NCC(c2cccnc2)N2CCN(c3ccccc3)CC2)cc(OC)c1OC (stereo not drawn),-0.7,5,6,1,6,0,-23,-22
Oc1ccc(/C=C/c2ccc3ccccc3n2)cc1,-6.7,-116,15,44*,75*,-7,16,-27
CN(c1ccccc1)S(=O)(=O)c1cccc(NC(=O)c2ccc(=O)[nH]n2)c1,0.4,-31,13,-1,-5,-1,-6,22
CC(C)OC(=O)c1cc(C(=O)c2cc(F)ccc2O)coc1=N,0.9,-10,7,8,27,-3,13,20
COc1ccc([N+](=O)[O-])cc1NCC(=O)c1ccc(C)cc1,2.2,-17,7,19,21,-6,19,5
CC(C)C(=O)N1N=C(c2ccc(NS(C)(=O)=O)cc2)CC1c1cccs1 (stereo not drawn),4.8,-7,0,-1,13,0,24,18
O=C(CSc1nc2ccc(Nc3nc(N4CCOCC4)nc(N4CCOCC4)n3)cc2s1)Nc1ccccc1Cl,1.8,-3,16,0,-17,3,4,89*
COc1ccc(CNC(=O)COC(=O)/C=C/c2ccc(Cl)cc2)cc1,-0.4,17,5,5,8,2,7,-4
COC(=O)CNC(=O)C(Cc1c[nH]c2ccccc12)NC(=O)Oc1ccccc1 (stereo not drawn),4.5,15,5,2,13,-1,-4,9
O=C1NC(=O)/C(=C/c2ccc(N3CCOCC3)o2)N1,0.6,6,14,-9,-2,-4,-11,4
CCOc1ccc(NC(=O)c2ccccc2O)cc1,1.2,-168,-46,-29,38,-3,-5,-120
Cc1ccc(N2C(=O)[C@@H]3[C@H](C2=O)[C@H]2C=C(C(=O)c4ccccc4)C=CN2[C@@H]3C(=O)c2ccc(Cl)cc2)cc1,-1.3,10,9,14,17,-1,23,4
Cn1c(SCC(=O)c2ccccc2)nnc1-c1cccc(N)c1,0.4,0,-25,8,6,-1,10,-1
CC(=O)N1C2CCCCC2S[C@H]2CCCCC21 (stereo partly drawn),-0.5,4,10,1,0,2,16,-6
O=C(CCSCc1ccc(Cl)cc1)NCCC1=CCCCC1,2.2,22,6,-19,23,-2,-15,-19
CCOC(=O)CSc1ccc(-c2nc3cc(C)c(C)cc3[nH]2)cn1,0.7,-105,-48,13,13,-2,4,6
COc1ccc(-c2nc(CN3CCCCC3c3cccnc3)c(C)o2)c(F)c1 (stereo not drawn),-1.6,8,-12,9,32,-2,8,18
Cc1nn2c(N3CCCC3)c3c(nc2c1-c1ccccc1)CCC3,1.9,8,7,32,38,-1,21,0
CCCCn1c(=O)c(CCC(=O)O)nc2ccccc21,0.2,17,-1,11,-9,0,7,9
COCC(=O)Nc1cc(C(=O)NCCc2ccccc2)ccc1Cl,4.1,-114,-95,2,5,3,9,-25
CCCCN(C(=O)CC(c1ccccc1)c1ccccc1)c1c(N)n(CCC)c(=O)[nH]c1=O,0.7,-3,9,15,6,2,7,5
Cc1nc2ccc(NC(=O)c3ccccc3)cc2s1,3.5,-29,-52,44*,30,4,-5,-92
Fc1ccc(NC(=S)N2CCCCC2)cc1,1.1,-9,4,-6,7,-2,-7,-9
CCOC(=O)c1ccc2[nH]c(C)c(CCC(C)=O)c(=O)c2c1,-1.6,-24,-14,6,15,1,1,-23
O=C(c1cccs1)N1CCN(S(=O)(=O)c2ccccc2)CC1,1.3,-6,2,11,21,0,24,-4
COc1ccc(NC(=O)Oc2cc(C)ccc2C(C)C)cc1,0.0,-4,-1,-27,15,1,-17,-16
CCc1ccc(NC(=S)N2CCNC(=O)C2CC(=O)OC)cc1 (stereo not drawn),-0.3,11,-9,2,1,0,10,20
O=C1c2ccccc2S(=O)(=O)c2cc(N3CCc4ccccc4C3)ccc21,4.6,0,-28,44*,37,11,35,-10
O=C(CCCC(=O)OCC1CCCO1)OCC1CCCO1 (stereo not drawn),-3.6,11,-6,-11,9,-2,12,5
CC(C)CCNC(=O)C(NS(=O)(=O)c1ccc2c(c1)c(=O)n(C)c(=O)n2C)c1ccccc1 (stereo not drawn),-1.1,18,4,-11,-7,0,-2,5
O=C(NCc1ccco1)c1ccc(S(=O)(=O)N2CCCCC2)cc1,-0.7,-5,7,9,5,-4,6,-13
COc1ccc(C(=O)Nc2cccc(-c3ccc(N4CCOCC4)nn3)c2)cc1,5.3,-44,-68,2,17,0,15,-47
COc1c(O)cc2oc(-c3ccc(O)c(O)c3)cc(=O)c2c1O,3.2,-79,-43,-24,-24,14,-3,-66
Clc1ccc(/C=N/NC(=Nc2ccccc2)c2ccccn2)c(Cl)c1,-1.6,-29,-24,16,33,0,36,17
Cn1c(N2CCN(S(=O)(=O)c3ccc(Cl)cc3)CC2)nc2ccccc21,0.5,6,4,-69,-33,-3,-12,27
O=C(CSc1nc2ccccc2s1)NC1CCCC1,-0.8,0,-16,-8,12,0,22,13
C/C(=N\NC(=O)c1ccc(Cl)c(Cl)c1)c1cccc(NC(=O)C(C)C)c1,-1.1,0,-7,26,11,-3,21,16
COCCNC(=O)Cn1cc(/C=N/NC(=O)c2ccc(Oc3ccc(O)cc3)cc2)c2ccccc21,0.4,21,8,8,-8,-1,4,-13
COc1ccc(C2Nc3ccccc3C(=O)N2Cc2ccco2)cc1COc1ccc(NC(C)=O)cc1 (stereo not drawn),-0.6,7,7,9,9,-3,22,16
COc1ccc(OCCN2C(=O)NC(C)(c3ccc(C)cc3)C2=O)cc1 (stereo not drawn),-1.6,20,-2,9,27,0,20,5
CCOC(=O)C1=C(c2ccccc2)OC(N)=C(C#N)C1c1ccncc1 (stereo not drawn),0.6,2,5,28,38,5,33,-12
C=CCNCCCCOc1ccc(OCC)cc1,-1.4,0,-4,9,16,-2,-1,-27
Cc1cc(C(=O)Nc2ccc(F)c(Cl)c2)on1,2.1,15,-6,6,10,1,14,18
CC(C)Cc1n[nH]c(=O)[nH]1,0.3,1,-3,-5,0,-1,-29,-14
